# Compound activity: PubChem BioAssay, several laboratories
# ABCB6 inh 2 = human ABCB6 transporter inhibition; fluorescence ratio to DMSO, % at 10 µM; K562-ABCB6 porphyrin accumulation, flow cytometry, 1 h; stronger effect = lower value; 360,000 compounds, 0.19% hits; Q9NP58;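 active = fluorescence ratio to DMSO below 75%, the collection mean minus 3 SD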;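 also: signal is porphyrin accumulated inside mitochondria; 100% equals median channel fluorescence of DMSO control wells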
# Target sequence (Q9NP58 whole entry, looked up): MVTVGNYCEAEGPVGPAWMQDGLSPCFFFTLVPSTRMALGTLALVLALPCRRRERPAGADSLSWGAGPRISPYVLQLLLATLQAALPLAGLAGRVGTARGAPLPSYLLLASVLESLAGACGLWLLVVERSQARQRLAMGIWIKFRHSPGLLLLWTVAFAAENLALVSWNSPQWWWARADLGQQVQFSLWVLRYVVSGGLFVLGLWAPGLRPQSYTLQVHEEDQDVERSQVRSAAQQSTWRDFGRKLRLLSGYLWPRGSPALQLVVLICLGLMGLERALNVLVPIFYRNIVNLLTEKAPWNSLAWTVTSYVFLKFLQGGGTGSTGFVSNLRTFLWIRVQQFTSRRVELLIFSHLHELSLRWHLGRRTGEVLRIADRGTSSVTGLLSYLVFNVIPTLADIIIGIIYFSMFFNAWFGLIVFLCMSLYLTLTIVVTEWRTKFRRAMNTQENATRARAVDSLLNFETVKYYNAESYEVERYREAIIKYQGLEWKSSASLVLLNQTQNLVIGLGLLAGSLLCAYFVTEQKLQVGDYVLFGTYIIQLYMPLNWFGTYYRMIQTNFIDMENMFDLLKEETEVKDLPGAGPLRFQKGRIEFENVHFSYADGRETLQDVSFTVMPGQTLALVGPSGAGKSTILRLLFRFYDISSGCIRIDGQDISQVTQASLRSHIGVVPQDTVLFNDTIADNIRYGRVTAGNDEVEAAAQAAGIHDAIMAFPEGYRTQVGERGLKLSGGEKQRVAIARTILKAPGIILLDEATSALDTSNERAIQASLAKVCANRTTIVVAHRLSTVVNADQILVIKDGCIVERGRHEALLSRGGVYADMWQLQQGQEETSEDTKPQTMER
# m5-HT2A agonist = agonists of mouse serotonin 5-HT2A receptor (HTR2A) | P35363 | CHO-K1 mHTR2A beta-arrestin complementation, luminescence; percent of 30 µM serotonin response | activation, % at 7.6 µM | 360,000 compounds, 0.66% hits;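 active = activation above a run cutoff, the mean activation of all tested compounds plus 3 SD, cut at about 14% in these data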;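 also: 0% = plate median of compound wells and 100% = 30 µM serotonin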
# CaV13 ICDI inh = Disruptors of the CACNA1D IQ motif to Ca2+-dependent inactivation inhibitor domain association, primary screening, Förster resonance energy transfer in intact living …; HEK cells, CFP/YFP FRET ICDI-IQ, plate reader, 10 min; percent FRET-ratio fall versus neutral wells; inhibition, % at 12.3 µM; 340,000 compounds, 0.098% hits;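 active = mean replicate inhibition of at least 30% and at least 1% of replicates passing that level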;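 also: 0% = median of the neutral control wells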
# Vif inh = blocks HIV Vif function. AID 602346. HEK293T cells, Vif self-association by quenched fluorescence, imaging, 24 h. 340,000 compounds, 0.35% hits. inhibition, % at 7.49 µM; in the data active = inhibition above about 50%, passing the limit was not always enough; also: some results filed as inactive read as strong as hits
# PDI turbidity = blocks human protein disulfide isomerase activity. P07237. PDI insulin aggregation turbidity, A650, 90 min. inhibition, % at 10 µM. 350,000 compounds, 0.052% hits. AID 588391;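 active = mean inhibition across replicates of 30% or more, whatever share of single replicates reach that level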;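 also: absorbance from insulin aggregation driven by PDI reduction with DTT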
# MC4R antag cAMP = human MC4R antagonism in cAMP assay; 360,000 compounds, 0.48% hits; AID 540295; inhibition, % at 6.5 µM; MC4R-expressing cells, MTII-stimulated cAMP, LANCE TR-FRET;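 active = inhibition above its plate's cutoff, the mean of tested wells on that plate plus 3 SD, cut at about 29% in these data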;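 also: 0% = Melanotan II alone and 100% = Melanotan II plus saturating MCL0020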
#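 Assay system: human MC4R-expressing U2OS cells; reagent: Melanotan II stimulation of cells; dosing: 6.5 µM single dose; timing: compound 30 min, challenge 1 h, detection 1 h; signal: TR-FRET cAMP assay; replicates: one well per compound, no replicates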
# aDG glyco act = alpha-DG glycosylation activation | Pro5-aDG cells, alpha-DG glycosylation AlphaScreen (IIH6); 0% Pro5, 100% B10-LARGE cell signal | activation, % at 10 µM | 360,000 compounds, 0.22% hits;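 active = activation of at least 8% versus controls, or a plate z-score of at least 8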;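 also: Pro5 are CHO cells carrying HIG-tagged alpha-DG that lacks glycosylation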
# N-glyco inh = blocks N-linked glycosylation in D54 reporter cells; D54 ERlucT glycosylation luciferase reporter, 24 h; percent of 100 nM tunicamycin response; AID 588692; reporter increase, % at 12.5 µM; 360,000 compounds, 0.23% hits;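 active = mean luciferase reporter signal, scaled so untreated is 0 and the glycosylation-blocking control 100, at or above a set limit in every replicate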;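 also: luciferase carries N-glycosylation sites so blocking glycosylation raises the light; 0% = median of neutral control wells and 100% = median of 100 nM tunicamycin wells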
# MC4R barr agon = human MC4R agonism via beta-arrestin; activation, % at 8.9 µM; 360,000 compounds, 0.98% hits; P32245; U2OS MC4R beta-arrestin complementation, luminescence; percent of melanotan II response, DMSO zero; AID 540308;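 active = activation above a per-plate cutoff, the mean activation of sample wells on that plate plus 3 SD, cut at about 8% in these data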
# H9c2 protect = myocardial damage modulation in H9c2 cells; H9c2 cardiomyocytes, H2O2 injury protection, ATPLite, 2 h; protection from H2O2 cell death, % at 20 µM; 360,000 compounds, 0.63% hits; AID 588492;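 active = compounds giving at least 50% protection of heart cells from peroxide-induced death in the single-dose screen, raw or plate-pattern-corrected value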;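 also: 0% = DMSO wells with peroxide and 100% = DMSO wells without peroxide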
# Starred values were filed as active, the others as inactive; . = not tested or not shown.
SMILES | ABCB6 inh 2 | m5-HT2A agonist | CaV13 ICDI inh | Vif inh | PDI turbidity | MC4R antag cAMP | aDG glyco act | N-glyco inh | MC4R barr agon | H9c2 protect
Cc1ccccc1CN1C(=O)c2ccccc2S(=O)c2ccc(C(=O)NCCCN3CCOCC3)cc21 (centres undefined) | 98 | 2 | -7 | 2 | 1 | 3 | 0.1 | -5 | -3.5 | 9
COc1ccc(NC(=S)N2CCN(C(c3ccccc3)c3ccccc3)CC2)c(OC)c1 | 99 | -8 | -4 | -7 | -8 | 5 | -0.1 | -4 | -0.8 | -7
Cc1ccc(OC(C)C(=O)Nc2ccc3c(c2)n(C)c(=O)n3C)cc1C (centres undefined) | 100 | 0 | -5 | 3 | 6 | 3 | -0.1 | 3 | 0.1 | 1
CCOc1ccc(N2C(=O)CC(Cc3ccccc3OC)C2=O)cc1 (centres undefined) | 97 | 3 | -11 | 0 | 10 | -8 | 0.0 | 1 | -1.5 | -5
N#Cc1ccccc1NC(=O)c1ccc2c(c1)OCCO2 | 91 | 3 | -6 | -5 | 10 | 2 | -0.2 | 0 | 0.6 | -10
Cn1ccnc1SCC(=O)Nc1ccc(SC(F)F)cc1 | 95 | -2 | -6 | -3 | 0 | 2 | -0.2 | -2 | -1.3 | 15
O=C(CSc1ncn[nH]1)c1cccc([N+](=O)[O-])c1 | 98 | -4 | -5 | 1 | 19 | 5 | 0.9 | 6 | 0.3 | -1
Cc1cccc(N2CCN(C(=O)CCCOc3ccccc3)CC2)c1C | 95 | -7 | . | . | -3 | -1 | 0.1 | -6 | 1.8 | -3
Cc1cn(CC(=O)NCc2ccc3c(c2)OCO3)c(=O)[nH]c1=O | 98 | 8 | -6 | -5 | -4 | -3 | -0.1 | 2 | -1.1 | 19
CC(=O)Nc1ccc(N2C(=O)CC(Sc3nc(C)cc(C)n3)C2=O)cc1 (centres undefined) | 107 | 4 | -20 | . | 0 | 3 | -0.2 | 0 | 0.3 | 0
COc1cc(C(=O)NCC(=O)NC(C)c2ccc(-n3ccnc3)cc2)cc(OC)c1OC (centres undefined) | 96 | -3 | -4 | . | -7 | 4 | 0.3 | 0 | -2.4 | 0
COc1cnc(-c2ccccc2)nc1Oc1ccc(Cl)cc1C | 97 | 6 | -2 | -4 | 5 | -2 | 0.3 | 1 | -1.2 | 0
CC(=O)C1=C(Nc2ccccc2)CC(C)(O)C(C(C)=O)C1c1ccccc1 (centres undefined) | 105 | 6 | -3 | 20 | 0 | 2 | -0.1 | -1 | -2.0 | -11
CC(C)(C)C(=O)NC(=S)N1CCCC1 | 95 | -1 | -6 | -1 | 1 | -3 | -0.1 | 2 | -0.8 | 7
CC1=NN(C(=O)c2csc(C)c2)C(O)(C(F)(F)F)C1 (centres undefined) | 95 | 3 | . | . | -11 | -1 | 0.0 | 3 | -1.2 | 2

# Remaining list, next part
SMILES | ABCB6 inh 2 | m5-HT2A agonist | CaV13 ICDI inh | Vif inh | PDI turbidity | MC4R antag cAMP | aDG glyco act | N-glyco inh | MC4R barr agon | H9c2 protect
COc1ccc(N=C2SC(C(=O)Nc3ccc(F)cc3)CC(=O)N2C)cc1 (centres undefined) | 100 | -1 | -6 | -1 | 8 | 0 | 0.0 | 0 | -1.1 | -2
Cc1ccc(OCCCCN2CCCCC2)c(C)c1 | 93 | -5 | -19 | -2 | 9 | -1 | 0.1 | 0 | 1.4 | 6
O=C(NC1CCCCC1)c1cc(S(=O)(=O)N2CCOCC2)ccc1Cl | 100 | 2 | -5 | -4 | -4 | 4 | 0.1 | -2 | 2.2 | 10
Cn1nc(-c2ccccc2)c(-c2nc(-c3ccc(Cl)cc3)no2)c1Cl | 94 | 1 | -4 | -6 | 1 | 7 | -0.3 | 2 | 0.2 | -4
O=C(CSc1nnc2scc(-c3ccccc3)n12)NCc1ccco1 | 100 | 1 | -8 | . | 9 | 6 | -0.2 | 0 | -0.9 | 0
CCCS(=O)(=O)N1CCN=C1SCc1ccc(F)cc1 | 102 | -2 | -17 | -6 | 0 | 3 | -0.2 | 0 | -2.7 | 3
O=C(Nc1cccnc1)c1ccc(Cl)cc1[N+](=O)[O-] | 104 | 0 | -19 | -2 | 9 | -9 | 0.4 | 1 | 1.9 | -7
COC(=O)c1ccccc1NC(=O)/C=C/c1ccco1 | 104 | 2 | -3 | -7 | 3 | 6 | -0.5 | 0 | 0.0 | 6
O=C(NC1CCCCC1)c1ccc(S(=O)(=O)N2CCCC2)cc1 | 99 | -1 | . | -10 | 21 | -5 | 0.1 | -1 | 3.3 | 3

# Retrieved by compound from the entries so far (seven):
SMILES | ABCB6 inh 2 | m5-HT2A agonist | CaV13 ICDI inh | Vif inh | PDI turbidity | MC4R antag cAMP | aDG glyco act | N-glyco inh | MC4R barr agon | H9c2 protect
COc1ccc(N=C2SC(C(=O)Nc3ccc(F)cc3)CC(=O)N2C)cc1 (centres undefined) | 100 | -1 | -6 | -1 | 8 | 0 | 0.0 | 0 | -1.1 | -2
Cn1nc(-c2ccccc2)c(-c2nc(-c3ccc(Cl)cc3)no2)c1Cl | 94 | 1 | -4 | -6 | 1 | 7 | -0.3 | 2 | 0.2 | -4
CCCS(=O)(=O)N1CCN=C1SCc1ccc(F)cc1 | 102 | -2 | -17 | -6 | 0 | 3 | -0.2 | 0 | -2.7 | 3
Cc1ccc(OCCCCN2CCCCC2)c(C)c1 | 93 | -5 | -19 | -2 | 9 | -1 | 0.1 | 0 | 1.4 | 6
O=C(Nc1cccnc1)c1ccc(Cl)cc1[N+](=O)[O-] | 104 | 0 | -19 | -2 | 9 | -9 | 0.4 | 1 | 1.9 | -7
COC(=O)c1ccccc1NC(=O)/C=C/c1ccco1 | 104 | 2 | -3 | -7 | 3 | 6 | -0.5 | 0 | 0.0 | 6
O=C(NC1CCCCC1)c1ccc(S(=O)(=O)N2CCCC2)cc1 | 99 | -1 | . | -10 | 21 | -5 | 0.1 | -1 | 3.3 | 3

# Compounds were not picked by outcome. Share with any hit: about 3.6%.
